# Source: PubChem BioAssay
# IMP-1 inhibitor: inhibitors of Pseudomonas aeruginosa IMP-1 metallo-beta-lactamase. purified IMP-1, nitrocefin hydrolysis, epi-absorbance fluorescence. inhibition, % at 5.6 µM. 290,000 tested, 0.45% active;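 active = inhibition above the mean plus 3 SD of all compounds in the same screening run, cut at about 4.5% in these data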;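 also: 0% = IMP-1 with DMSO and 100% = DMSO wells lacking enzyme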
#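 system = purified recombinant IMP-1 beta-lactamase | amount = 0.2 nM IMP-1, as dispensed | medium = HEPES buffer pH 7.1 with ZnSO4 and Brij 35 | times = 25 °C, 15 min preincubation, 25 min reaction | detection = plate fluorescence quenching by hydrolysis product, ex 480/em 530 nm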
# MEKK3 PB1 HTS: raises or lowers MEK5 binding to the human MEKK3 PB1 domain. Q99759. bead-based flow cytometry, Alexa488-MEK5 binding to MEKK3; actives lie on both sides; 0 = blocked by unlabeled MEK5, 100 = vehicle. binding response (% of control), % at 10 µM. 290,000 tested, 1.4% active;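 active = binding response more than 3 SD above or below the average of its plate-row segment, actives on both sides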;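 also: Alexa488 bead fluorescence after subtracting the streptavidin-only scavenger bead signal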
# Target sequence (Q99759 whole entry, looked up, the tested form may be a part): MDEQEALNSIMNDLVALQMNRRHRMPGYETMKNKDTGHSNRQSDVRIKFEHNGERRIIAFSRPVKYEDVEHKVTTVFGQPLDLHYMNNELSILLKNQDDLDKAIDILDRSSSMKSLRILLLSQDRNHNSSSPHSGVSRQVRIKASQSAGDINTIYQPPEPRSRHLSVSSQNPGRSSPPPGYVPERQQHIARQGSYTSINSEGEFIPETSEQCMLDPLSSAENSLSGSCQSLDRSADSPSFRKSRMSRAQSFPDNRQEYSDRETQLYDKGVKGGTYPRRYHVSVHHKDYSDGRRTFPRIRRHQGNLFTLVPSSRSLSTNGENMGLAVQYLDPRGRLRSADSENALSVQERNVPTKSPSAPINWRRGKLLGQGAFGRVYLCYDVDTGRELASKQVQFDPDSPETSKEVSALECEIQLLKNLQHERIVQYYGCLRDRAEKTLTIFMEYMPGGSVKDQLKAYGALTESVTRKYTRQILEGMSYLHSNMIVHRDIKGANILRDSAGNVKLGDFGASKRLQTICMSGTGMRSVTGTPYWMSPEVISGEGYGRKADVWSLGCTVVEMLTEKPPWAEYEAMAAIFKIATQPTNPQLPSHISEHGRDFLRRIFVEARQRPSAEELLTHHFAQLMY
# PHOSPHO1 block: PHOSPHO1 (human) inhibition; 290,000 tested, 1.1% active; inhibition, % at 13.3 µM; Q8TCT1; recombinant PHOSPHO1, absorbance phosphatase assay; in the data active = inhibition above about 60%
# Target sequence (Q8TCT1 whole entry, looked up): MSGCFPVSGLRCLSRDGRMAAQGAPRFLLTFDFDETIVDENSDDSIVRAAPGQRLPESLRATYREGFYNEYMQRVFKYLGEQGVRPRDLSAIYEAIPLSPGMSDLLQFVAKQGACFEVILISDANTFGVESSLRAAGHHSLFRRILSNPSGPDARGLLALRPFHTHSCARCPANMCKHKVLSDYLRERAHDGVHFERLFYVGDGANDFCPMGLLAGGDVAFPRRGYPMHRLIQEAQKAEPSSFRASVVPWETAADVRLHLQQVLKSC
# UBC9 SUMO inh: blocks human SUMOylation mediated by UBC9 | AID 2006 | 290,000 tested, 0.36% active | HTRF SUMOylation assay, SAE1/SAE2 + UBC9, in vitro | P63279 | inhibition, % at 35 µM; in the data active = inhibition above about 50%, passing the limit was not always enough; also: strong numbers were not always called active
# FID counter: counter-screen for HCV NS3 helicase inhibitors: DNA intercalator displacement. inhibition, % at 7.9 µM. 290,000 tested, 0.17% active. DNA fluorescent intercalator displacement, fluorescence; in the data active = inhibition above about 37%;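 also: 0% = vehicle and 100% = reference compound; higher means more ethidium bromide displaced from hairpin DNA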
# HCV NS3 hel inh: inhibitors of Hepatitis C virus NS3 helicase. NS3 helicase DNA unwinding, Cy5 molecular beacon fluorescence. AID 1800. inhibition, % at 10.9 µM. 290,000 tested, 0.56% active;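 active = inhibition above the mean of all tested compounds plus 3 SD, set per campaign, cut at about 35% in these data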;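 also: 0% = DMSO wells and 100% = thioflavine S control wells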
#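 test system = hepatitis C virus NS3 helicase domain fragment enzyme | reagent = annealed dual-labelled DNA beacon duplex, ATP-started | times = 1 h at 25 °C | detection = Cy5 fluorescence, 0 and 60 min reads | read-out basis = percent inhibition from t60/t0 fluorescence ratio | control set = DMSO and thioflavine S | replication = one well per compound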
# VIM-2 inh: blocks Pseudomonas aeruginosa VIM-2 metallo-beta-lactamase; purified VIM-2, nitrocefin hydrolysis, epi-absorbance fluorescence; inhibition, % at 5.6 µM; 290,000 tested, 0.89% active; AID 1527;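 active = inhibition above the mean of all tested compounds plus 3 SD, cutoff set per screening run, cut at about 7.5% in these data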;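 also: red hydrolysis product quenches plate fluorescence so inhibitors raise well fluorescence; 0% = enzyme with DMSO and 100% = DMSO without enzyme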
# IDE act: activators of human insulin-degrading enzyme in cells | P14735 | HEK cells, FAbeta-B cleavage, fluorescence polarization; 0% vehicle, 100% cell-free pure enzyme wells | activation, % at 5.96 µM | 340,000 tested, 0.073% active | AID 493087;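 active = activation above the mean of all tested compounds plus 3 SD, set per screening campaign, cut at about 17% in these data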
# p-CIP stab down: lowers stability of the mouse p/CIP coactivator protein. decrease of EGFP signal, % at 10 µM. Q05BA5. 290,000 tested, 0.01% active. F442A p/CIP-EGFP cells, EGFP fluorescence, 16 h;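 active = EGFP signal decrease of at least 30% at 10 µM or well 3 SD below plate mean, unless failing retest; inactive = the rest, including hits failing retest or dose response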; also: some compounds called inactive have numbers as strong as hits; many of its hits are not listed in these tables
# The depositor's hits bear a star; · = not tested or not shown. A portion of the library; the hit share may differ from the screen's.
SMILES,IMP-1 inhibitor,MEKK3 PB1 HTS,PHOSPHO1 block,UBC9 SUMO inh,FID counter,HCV NS3 hel inh,VIM-2 inh,IDE act,p-CIP stab down
CCc1ccc(NC(=O)CC2C(=O)N(c3cccc(C)c3)C(=O)N2C2CC2)cc1 (stereo unspecified),-1.3,109,41,16,-9,-6,-1.1,-6,-6
CCn1c(-c2cccn(Cc3ccccc3)c2=O)n[nH]c1=S,-5.8,104,-118,15,-4,4,0.6,3,-4
CCN1C(=O)[C@H]2[C@@H](c3ccc(OC)cc3)N3C(=O)CN(CCOC)C(=O)[C@@]3(Cc3ccccc3)[C@H]2C1=O,-0.9,101,-7,1,-8,4,0.7,5,-8
O=[N+]([O-])c1cc(Br)cc(C=Nc2ccc3c(c2)OCO3)c1O,0.1,99,-40,22,-9,-6,-2.6,0,0
Cc1ccc(SCc2[nH]nc3c2C(c2cccnc2)C(C#N)=C(N)O3)cc1 (stereo unspecified),0.2,109,-42,-8,-4,4,-0.9,-6,3
O=C(NN1C(=O)C2C3C=CC(C3)C2C1=O)c1ccccc1 (stereo unspecified),-3.5,96,50,-7,0,0,-3.4,4,10
COc1ccc(NC(=O)C2CCN(C(=O)c3ccco3)CC2)c(OC)c1,-1.3,101,14,22,-9,4,-0.6,4,-14
Cc1cc(C)nc(-n2nc(C)cc2NC(=O)C(C)C)n1,-3.6,102,0,3,-7,-4,1.9,-2,8
CNc1ccc(C(=O)N2CCN(S(=O)(=O)c3ccc4c(c3)OCCCO4)CC2)cc1[N+](=O)[O-],-2.9,100,36,-16,-50,-11,-1.8,1,0
O=C(N=C1SC2CS(=O)(=O)CC2N1CCc1ccccc1)C1CC1 (stereo unspecified),-3.9,96,45,3,-20,-4,-0.5,2,5
CCOc1ccc(N2C(=O)CS/C2=C(\C(Cl)=C(Cl)Cl)[N+](=O)[O-])cc1,-2.7,96,86*,28,-5,18,-0.3,6,-19
O=C(CCc1ccc(O)cc1)NNC(=S)NCCc1ccccc1,-1.4,101,-89,16,-2,2,-3.4,2,-15
CC(C)OC(=O)CC1C(=O)NCCN1C(=S)NC(=O)c1ccc(F)cc1 (stereo unspecified),-3.0,99,11,16,-3,-18,-4.6,2,-7
Cc1cc2c(c(=O)o1)C1(C(=O)N(C)c3ccccc31)C(C#N)=C(N)O2 (stereo unspecified),-3.8,98,18,18,-4,6,-3.2,1,4
CNC(=O)Nc1cccc(-c2cc(-c3c(Cl)cccc3Cl)no2)c1,-2.7,106,30,-24,-14,-3,-4.0,-2,-8
CSCC[C@H](NC(=O)[C@@H]1CSC2c3ccccc3C(=O)N21)C(=O)NC1CCCC1 (stereo partly specified),-2.4,100,28,11,-29,8,1.6,-1,-36
Cc1ccccc1-c1nc(CS(=O)(=O)CC(=O)NCCN2CCOCC2)c(C)o1,-2.5,99,-6,-5,-3,3,-1.8,1,-4
COC(=O)c1cccc(NC(=O)c2ccc3c(c2)C(=O)N(C(C)(C)C)C3=O)c1,-1.4,103,40,8,-21,-13,-0.6,4,-8
COCCNCc1ccc(Cl)cc1Cl,-1.7,101,39,8,-1,0,-4.2,5,27
OCCNCCSc1nc(C2CCCCC2)n(-c2ccccc2Cl)n1,-4.0,87,15,-5,13,-12,-1.0,2,5
O=C(NC1CCCC1)C1CCN(C(=O)NCc2ccccc2)CC1,-3.5,103,4,7,-1,2,-3.2,5,8
CCn1ccnc1CN(C)Cc1c(C(=O)N2C[C@@H](C)O[C@@H](C)C2)nc2ccc(Cl)cn12,-3.7,100,32,3,-6,6,-0.6,-6,-3
Cc1cc(C)n(CC(=O)NNC(=O)CCCOc2ccc(Cl)cc2C)n1,-1.5,104,33,2,-30,6,-2.3,1,15
COc1ccccc1NC(=S)c1ccccc1,-2.8,120,3,7,-2,-2,-1.4,-4,3
O=C(c1cc2ccccc2o1)n1nnc2ccccc21,-2.9,107,-8,18,-2,5,-2.5,-1,-15

# For convenience, part of the list above:
SMILES,IMP-1 inhibitor,MEKK3 PB1 HTS,PHOSPHO1 block,UBC9 SUMO inh,FID counter,HCV NS3 hel inh,VIM-2 inh,IDE act,p-CIP stab down
CCOc1ccc(N2C(=O)CS/C2=C(\C(Cl)=C(Cl)Cl)[N+](=O)[O-])cc1,-2.7,96,86*,28,-5,18,-0.3,6,-19
O=C(CCc1ccc(O)cc1)NNC(=S)NCCc1ccccc1,-1.4,101,-89,16,-2,2,-3.4,2,-15
CC(C)OC(=O)CC1C(=O)NCCN1C(=S)NC(=O)c1ccc(F)cc1 (stereo unspecified),-3.0,99,11,16,-3,-18,-4.6,2,-7
Cc1cc2c(c(=O)o1)C1(C(=O)N(C)c3ccccc31)C(C#N)=C(N)O2 (stereo unspecified),-3.8,98,18,18,-4,6,-3.2,1,4
CNC(=O)Nc1cccc(-c2cc(-c3c(Cl)cccc3Cl)no2)c1,-2.7,106,30,-24,-14,-3,-4.0,-2,-8
CSCC[C@H](NC(=O)[C@@H]1CSC2c3ccccc3C(=O)N21)C(=O)NC1CCCC1 (stereo partly specified),-2.4,100,28,11,-29,8,1.6,-1,-36
Cc1ccccc1-c1nc(CS(=O)(=O)CC(=O)NCCN2CCOCC2)c(C)o1,-2.5,99,-6,-5,-3,3,-1.8,1,-4
COC(=O)c1cccc(NC(=O)c2ccc3c(c2)C(=O)N(C(C)(C)C)C3=O)c1,-1.4,103,40,8,-21,-13,-0.6,4,-8
COCCNCc1ccc(Cl)cc1Cl,-1.7,101,39,8,-1,0,-4.2,5,27
OCCNCCSc1nc(C2CCCCC2)n(-c2ccccc2Cl)n1,-4.0,87,15,-5,13,-12,-1.0,2,5
O=C(NC1CCCC1)C1CCN(C(=O)NCc2ccccc2)CC1,-3.5,103,4,7,-1,2,-3.2,5,8
CCn1ccnc1CN(C)Cc1c(C(=O)N2C[C@@H](C)O[C@@H](C)C2)nc2ccc(Cl)cn12,-3.7,100,32,3,-6,6,-0.6,-6,-3

# Continuation:
SMILES,IMP-1 inhibitor,MEKK3 PB1 HTS,PHOSPHO1 block,UBC9 SUMO inh,FID counter,HCV NS3 hel inh,VIM-2 inh,IDE act,p-CIP stab down
Cc1cc2oc(=O)cc(Cn3ccnc3)c2cc1Cl,-4.6,103,·,-1,-5,8,1.5,0,-10
Cc1occc1C(=O)O/N=C(\N)c1ccccc1,-2.3,105,8,1,1,-8,-1.1,·,7
O=C(CN1CCN(S(=O)(=O)c2ccccc2)CC1)Nc1ccc(N2CCOCC2)cc1,-1.7,83,-12,17,-22,3,-2.2,-1,-7
CSc1cccc(NC(=S)N(CCN(C)C)C(C)c2ccccn2)c1 (stereo unspecified),-0.7,104,21,-10,-11,-1,0.5,3,5
CCn1c(C)cc(C)c(C#N)c1=O,-2.2,95,-23,-4,-4,7,-3.3,6,12
O=c1nc(-c2ccccc2)n(-c2ccccc2)[nH]1,-2.0,98,-8,-3,6,3,0.8,4,9
COCCNC(=O)CSc1nnc(-c2ccc(C)cc2)c(-c2ccc(C)cc2)n1,0.0,91,29,16,-47,-2,0.9,0,-5
CCN(CC(=O)Nc1ccc(NC(C)=O)cc1)C(=O)C1COc2ccccc2O1 (stereo unspecified),-1.7,100,14,13,-13,4,1.3,4,-15
COc1ccccc1/C=C/C(=O)NC(=S)N1CCOCC1,-2.3,106,-51,13,-8,4,-2.9,8,-9
O=C(O)c1cccnc1SCc1cccc(Br)c1,-2.8,104,29,8,-17,38*,-1.8,-2,-12
O=C(Nc1ccc(CSc2ccccc2)cc1)c1ccco1,-1.0,106,33,12,-5,-6,-1.4,4,-2
Cc1cc2c(cc1S(=O)(=O)CCC(=O)N(C)C1CCCCC1)OCC(=O)N2,-2.6,100,33,2,-21,-2,-2.9,4,-1
CNc1ccc(Cl)nn1,0.4,80,20,16,1,10,1.2,5,5
Cc1nn(CC(=O)NCc2ccc(OC(C)C)cc2)c(=O)c2cc(-c3ccccc3)nn12,-3.3,100,58,8,-8,-1,-2.5,-1,9
CN1CCN(CC(=O)Nc2cc(N(C)C)nc3ccccc23)CC1,-2.7,102,29,-9,73*,23,19*,6,-14
c1ccc(CC2CCN(c3nc(N4CCOCC4)nc(N4CCOCC4)n3)CC2)cc1,-3.4,·,·,·,-2,3,-1.4,·,·
CCOc1ccccc1NC(=O)CSc1ccccc1,-1.4,100,-7,-3,-3,5,-3.7,1,-11
COc1ccc(-n2c(C)csc2=S)cc1,-5.1,86,7,6,3,4,-4.7,-1,-4
Cc1ccccc1N1CC2=C(C1=O)C(c1ccccc1)NC(=O)N2C (stereo unspecified),-0.3,85,14,31,-10,-8,-1.2,-4,4
COC(=O)c1c(N2C(=O)Nc3ccccc3N2O)sc2c1CCCC2,-2.2,95,3,7,-27,-7,-2.7,6,4
C/C(=N\NC(=O)CNC(=O)c1cccs1)c1ccc(Cl)c(Cl)c1,-2.8,102,18,-14,-19,5,-0.9,-4,10
Cc1cnc(C(=O)NC2CC(C)(C)Cc3c2cnn3-c2cccc(F)c2)cn1 (stereo unspecified),-0.1,100,32,-10,-52,0,-2.1,1,6
c1ccc(-c2nc(-c3nccc4ccccc34)oc2-c2ccccc2)cc1,-0.6,80,-74,30,-5,-4,0.0,5,-4
COc1ccc(-c2csc(N3C(=O)C4C5c6ccccc6C(c6ccccc65)[C@@H]4C3=O)n2)cc1 (stereo partly specified),-2.0,122,-10,-6,-1,-4,-5.0,3,-26
CCN1CCN(C(=O)c2cc(COc3ccc4ncccc4c3)on2)CC1,0.2,·,45,6,-2,6,0.9,-1,-10
CCOCCn1c(CN2CCc3ccccc3C2)nc2c1c(=O)n(C)c(=O)n2C,-3.0,126,12,-9,-11,-2,-2.4,1,-3
Cc1ccc2cc(CCNC(=O)c3ccc(Br)o3)c(=O)[nH]c2c1,-0.7,·,34,6,-21,7,2.4,1,-9
O=C(NCCN1CCOCC1)/C(=C/c1ccc(F)cc1)NC(=O)c1ccccc1,0.5,82,46,-11,5,6,-0.3,2,3
O=C(Cc1ccc(F)cc1)NC(Cc1c[nH]c2ccccc12)C(=O)O (stereo unspecified),-3.9,103,23,-4,-17,0,-3.5,0,-7
